# Apaf1 inhib: inhibitors of human Apaf-1 apoptosome; O14727; reconstituted apoptosome caspase-3 activity, DEVD-Rh110 fluorescence; inhibition, % at 20 µM; 330,000 compounds, 0.71% hits; active = inhibition of at least 40% at 20 µM;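 also: plate controls were DMSO wells for no effect and DEVD-CHO caspase inhibitor wells for full effect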
#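 Material: reconstituted apoptosome with Apaf-1, cytochrome c, caspase-9, procaspase-3, dATP / Buffer or medium: pH 7.5 Hepes buffer with CHAPS, BSA, DTT / Also added: cytochrome c with DEVD-Rh110 / Schedule: compound with Apaf-1, dATP, procaspase-3 30 min, then 50 min reaction, room temperature / Technique: rhodamine 110 fluorescence at Ex 480/Em 540 nm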
# SENP8 block-1: blocks the human protease SENP8; purified SENP8, Z-RLRGG-aminoluciferin cleavage, luminescence; inhibition, % at 10 µM; 330,000 compounds, 1.2% hits; AID 2540; in the data active = inhibition above about 50%
# Target sequence (Q96LD8 whole entry, looked up): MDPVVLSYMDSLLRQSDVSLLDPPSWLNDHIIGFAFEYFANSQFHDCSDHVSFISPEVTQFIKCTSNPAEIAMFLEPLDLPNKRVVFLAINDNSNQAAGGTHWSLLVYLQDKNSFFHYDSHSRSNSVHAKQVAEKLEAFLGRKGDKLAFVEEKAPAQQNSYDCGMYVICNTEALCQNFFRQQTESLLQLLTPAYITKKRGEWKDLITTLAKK
# NLRP3 yeast inh: inhibitors of NALP3 inflammasome in yeast; Yeast reconstituted NLRP3/ASC/caspase-1, beta-gal luminescence, 24 h; inhibition, % at 10 µM; 330,000 compounds, 0.39% hits; AID 2825;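 active = inhibition of 50% or more; inactive = inhibition below 50%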;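 also: plate controls were induced DMSO wells for no effect and uninduced yeast grown without galactose for full effect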
# HKDC1 inh: blocks human hexokinase HKDC1 activity; Q2TB90; recombinant HKDC1, G6PDH/diaphorase resazurin coupled fluorescence; inhibition, % at 20 µM; 340,000 compounds, 0.16% hits; AID 493160;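 active = inhibition above about 35% when tested at 20 µM, limit read from the data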;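 also: plate controls were DMSO wells with enzyme for no effect and DMSO wells lacking enzyme for full effect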
#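 Material: recombinant HKDC1 hexokinase; Amount: HKDC1 at 5 µg/mL; Medium: Tris pH 8.0 buffer with MgCl2, Tween-20, BSA, BME; Schedule: 90 min reaction incubation at room temperature, dark; Technique: coupled resazurin fluorescence, excitation 525 nm, emission 613 nm.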
# SENP1 FRET inh: inhibitors of human SENP1 SUMO protease catalytic domain; Q9P0U3; recombinant SENP1 catalytic domain, CyPet-SUMO1-YPet FRET cleavage; inhibition, % at 10 µM; 360,000 compounds, 0.21% hits; AID 624204;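 active = inhibition at least 30% at 10 µM, raw YFP signal under a set limit, fluorescence ratio 0.5 to 1.5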;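 also: 0% = enzyme with DMSO and 100% = no enzyme wells; some results filed as inactive read as strong as hits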
# Target sequence (Q9P0U3 419-644 limits assumed): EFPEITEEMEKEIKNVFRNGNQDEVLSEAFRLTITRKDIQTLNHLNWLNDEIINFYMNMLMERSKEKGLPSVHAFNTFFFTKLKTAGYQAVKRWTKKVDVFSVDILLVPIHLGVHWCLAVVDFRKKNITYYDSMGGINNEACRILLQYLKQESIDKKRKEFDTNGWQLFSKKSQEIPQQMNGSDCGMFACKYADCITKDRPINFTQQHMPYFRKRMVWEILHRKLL
#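 material = recombinant human SENP1 catalytic domain, His6-tagged | quantity = 20 pM enzyme | reagent = 25 nM SUMO1 FRET substrate | compound dosing = 10 µM single point, 0.5% DMSO | timing = 50 min enzyme reaction, room temperature, light-protected | detection = FRET, CFP and YFP emission | control set = no-enzyme low, enzyme-DMSO high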
# PfGluPho inh: PfG6PD (Plasmodium falciparum) enzyme inhibition; PfGluPho enzyme, NADPH resazurin-diaphorase fluorescence; inhibition, % at 20 µM; 350,000 compounds, 0.78% hits;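 active = inhibition reaching at least a set limit at 20 µM in the primary screen, cut at about 59% in these data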;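 also: 0% = DMSO wells with substrate and 100% = DMSO wells lacking glucose-6-phosphate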
# SENP8 block-2: blocks human SENP8 cleavage of Nedd8 substrate. Q96LD8. recombinant SENP8, Nedd8 substrate fluorescence. inhibition, % at 20 µM. 360,000 compounds, 0.64% hits. AID 602440; in the data active = inhibition mostly above about 40%, no sharp cut-off; inactive = mostly below about 27%
# SENP6 block: inhibitors of human SENP6 protease; inhibition, % at 10 µM; Q9GZR1; 330,000 compounds, 1.8% hits; Recombinant SENP6 catalytic domain, aminoluciferin luminescence;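 active = inhibition above about 50% at the single tested dose, limit read from the data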;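 also: plate controls were DMSO wells with enzyme for no effect and DMSO wells lacking enzyme for full effect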
# Target sequence (Q9GZR1 628-1112 limits assumed): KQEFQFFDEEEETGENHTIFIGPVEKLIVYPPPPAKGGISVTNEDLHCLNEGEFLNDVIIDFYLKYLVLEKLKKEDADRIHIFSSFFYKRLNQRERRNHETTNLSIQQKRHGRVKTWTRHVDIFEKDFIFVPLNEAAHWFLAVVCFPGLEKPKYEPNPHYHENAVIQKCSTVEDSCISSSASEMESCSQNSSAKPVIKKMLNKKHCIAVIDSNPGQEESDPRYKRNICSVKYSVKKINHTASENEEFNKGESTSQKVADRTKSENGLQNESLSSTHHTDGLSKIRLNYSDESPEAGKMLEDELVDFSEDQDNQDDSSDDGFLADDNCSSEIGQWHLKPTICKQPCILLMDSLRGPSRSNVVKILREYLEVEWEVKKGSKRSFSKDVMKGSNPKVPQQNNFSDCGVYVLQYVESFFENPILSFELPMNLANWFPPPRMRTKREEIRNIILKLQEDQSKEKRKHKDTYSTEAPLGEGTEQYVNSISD
# SENP7 inh: inhibitors of human SENP7 protease | Q9BQF6 | recombinant SENP7, Z-RLRGG-aminoluciferin luminescence, 40 min | inhibition, % at 5 µM | 330,000 compounds, 1.5% hits;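 active = inhibition above about 50% at the single test dose, limit read from the data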;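 also: plate controls were DMSO with enzyme for no effect and no enzyme buffer wells for full effect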
# * hit, by the source's call; nt = not tested or not shown.
SMILES,Apaf1 inhib,SENP8 block-1,NLRP3 yeast inh,HKDC1 inh,SENP1 FRET inh,PfGluPho inh,SENP8 block-2,SENP6 block,SENP7 inh
COc1ccc(S(=O)(=O)N(C)c2ccc(C(=O)NC3CC3)cc2)cc1,5.8,0.4,5.8,-7.5,0.7,-1.9,8.1,-15.2,-9.5
CN1C(=O)CC(NNC(=O)c2ccccc2)C1=O (stereo not drawn),-1.9,-1.1,11.7,-6.6,2.4,1.7,10.8,5.4,5.6
Cc1ccc(-c2nnc(-c3cccnc3)o2)cc1,6.0,-7.8,23.3,-3.5,-0.6,-3.1,-1.1,-22.4,-11.1
Cc1ccnc(NC(=O)CCC(=O)N(CC(=O)NCc2ccc(F)cc2)c2ccc(F)cc2)c1,18.9,-3.2,15.9,3.4,3.3,-8.2,5.7,-0.6,0.8
O=C(CSc1ncccn1)N1CCN(C(=O)CSc2ncccn2)CC1,-13.6,-0.6,8.9,-6.1,1.3,-4.6,13.7,-4.9,-1.2
COc1ccc(C(=O)OCC(=O)Nc2c(C)n(C)n(-c3ccccc3)c2=O)cc1OC,9.5,-21.7,4.0,-7.2,-0.4,-5.2,11.4,-1.1,-2.5
Cc1ccc(C(=O)Nc2nccs2)s1,5.3,0.6,17.2,-4.7,2.7,-7.2,8.4,20.8,-0.1
CC(C)n1ncc2c(C(=O)Nc3cccc(S(=O)(=O)N(C)C)c3)cc(C3CC3)nc21,1.1,3.7,10.0,1.1,0.1,10.8,-11.1,11.4,-1.6
CN1CCN(S(=O)(=O)c2ccc(N3CCN(c4ccccc4Cl)CC3)nc2)CC1,11.2,-1.5,24.4,-3.9,-0.4,-4.0,-44.2,15.5,-0.7
CC(=O)N1CCN(C(=S)NCCc2ccccc2)CC1,-0.3,-5.7,20.1,-11.2,-1.9,13.2,2.6,-1.7,10.1
COc1ccc(N2CCN(C(=O)c3ccc(CNS(=O)(=O)c4ccc(C)cc4)cc3)CC2)cc1,16.2,-13.6,2.7,3.0,0.5,5.5,14.4,-15.6,5.3
Cc1ccc(C2NC(=O)Cc3ccccc32)cc1 (stereo not drawn),-2.3,1.7,14.9,-4.3,-1.8,-14.5,20.4,-10.2,0.7
CSc1cccc(NC(=O)C2CCCN2S(=O)(=O)c2ccc3c(c2)CCC(=O)N3)c1 (stereo not drawn),-2.3,0.5,0.6,-3.2,0.1,8.7,6.8,-5.3,-1.7
C=CC[C@@H](CC(=O)N[C@@H](CO)Cc1ccccc1)C(=O)NC[C@@H](OC(=O)[C@@H](CC=C)CC(=O)OC(C)(C)C)c1ccccc1,9.2,4.6,26.3,-4.8,1.5,-4.4,16.5,6.0,-2.0
CCN(CC)CCCNC(=O)c1cn(CC)c2cc(N3CCN(C(=O)c4ccco4)CC3)c(F)cc2c1=O,2.6,3.2,-0.8,-2.8,-0.9,5.4,-472.4,3.0,-6.0
Cc1nc2ccccc2c(=O)n1NC(=O)c1cccnc1Cl,-5.2,1.1,8.1,-10.2,-0.2,-9.2,-3.1,1.2,-7.4
CCCCNC(=O)Nc1ccccn1,-3.8,-1.0,5.8,-2.7,4.0,8.5,21.7,-17.1,0.1
CCC(=O)N1CCc2cc(Br)c(S(=O)(=O)NCCN3CCCCC3CC)cc21 (stereo not drawn),nt,nt,nt,-5.9,1.1,22.1,7.2,nt,nt
Cc1nnc2c3ccccc3c(Cl)nn12,16.4,-0.9,-5.3,-8.9,1.1,-7.1,-13.8,2.3,2.4
Fc1cccc(/C=N/Nc2nncc3ccccc23)c1,12.5,89.8*,56.6*,0.2,3.7,5.4,19.1,92.2*,95.5*
CCC(C(=O)OCC(=O)Nc1cc(C)ccc1OC)c1ccccc1 (stereo not drawn),3.2,-1.9,-3.9,-1.3,0.7,15.4,15.2,-0.1,-1.6
CC1CCN(C(=O)CN(c2cccc(F)c2)S(C)(=O)=O)CC1,1.6,4.9,29.6,-6.2,2.6,-12.5,-3.5,-6.0,0.5
Cc1ccc2c(c1)N(C(C)C(=O)NCc1ccc3c(c1)OCO3)C(=O)CO2 (stereo not drawn),-23.2,-0.2,4.4,-0.6,0.5,-26.8,19.7,-2.9,1.5
O=C(O)CCc1ccc(-c2ccc(F)cc2)n1CCC(=O)O,-12.7,3.4,-1.6,15.5,-1.9,8.2,-56.1,2.7,12.2
CCN1CCN(S(=O)(=O)c2cc(OC)c(Cl)cc2OC)CC1,-10.0,-5.9,3.7,-0.1,1.1,8.9,10.3,1.6,0.0
Cc1cc2ncn(-c3ncnc4sc(C)c(C)c34)c2cc1C,-2.0,1.3,8.3,-4.1,0.4,-19.6,-31.5,-8.5,-5.8
COc1cc(-c2nccc3cc4c(cc23)OCO4)cc(OC)c1OC,nt,nt,nt,6.2,-1.6,-16.4,-104.9,nt,nt
OCC1(Cc2ccccc2)CCCN(Cc2cn[nH]c2-c2ccccc2)C1 (stereo not drawn),7.5,-4.5,-4.3,-2.7,-3.6,-8.7,12.7,-9.9,-7.5
COc1ccc(NC(=O)CSc2nnc(Cc3cccn3C)n2-c2ccc(F)cc2)cc1,9.5,-11.7,-10.3,6.7,2.3,-5.8,12.2,-1.4,-17.7
CC(C)=CC1C(C(=O)Nc2ccc(S(=O)(=O)N3CCOCC3)cc2)C1(C)C (stereo not drawn),21.4,-5.0,4.7,1.6,-0.3,23.7,1.9,-7.5,-7.5

# Sorted by molecular weight (smallest number first): some entries from above.
SMILES,Apaf1 inhib,SENP8 block-1,NLRP3 yeast inh,HKDC1 inh,SENP1 FRET inh,PfGluPho inh,SENP8 block-2,SENP6 block,SENP7 inh
Cc1nc2ccccc2c(=O)n1NC(=O)c1cccnc1Cl,-5.2,1.1,8.1,-10.2,-0.2,-9.2,-3.1,1.2,-7.4
COc1ccc(S(=O)(=O)N(C)c2ccc(C(=O)NC3CC3)cc2)cc1,5.8,0.4,5.8,-7.5,0.7,-1.9,8.1,-15.2,-9.5
CCN(CC)CCCNC(=O)c1cn(CC)c2cc(N3CCN(C(=O)c4ccco4)CC3)c(F)cc2c1=O,2.6,3.2,-0.8,-2.8,-0.9,5.4,-472.4,3.0,-6.0

# Other records follow:
SMILES,Apaf1 inhib,SENP8 block-1,NLRP3 yeast inh,HKDC1 inh,SENP1 FRET inh,PfGluPho inh,SENP8 block-2,SENP6 block,SENP7 inh
CC(c1ccccc1)n1cc(C(=O)NCc2cccnc2)nn1 (stereo not drawn),-5.3,-3.9,3.0,-4.8,0.7,2.2,-4.1,-11.0,-2.5
CCSc1cnc(-c2ccccc2)n1CC,0.3,0.5,46.0,13.2,1.1,6.7,9.3,-1.6,0.9
O=C1c2ccccc2C(=O)N1CCCc1nc(-c2ccc(Cl)cc2)no1,12.3,1.3,29.1,-0.4,-1.9,10.7,7.5,-7.8,-4.3
CCCCCC(=O)O/N=C(\C)c1ccn(S(=O)(=O)c2ccccc2)c1,23.9,1.7,-4.6,1.1,2.4,16.5,24.2,-2.0,-2.6
COc1ccc(C)cc1NC(=O)C(OC(=O)c1cnccn1)c1ccccc1 (stereo not drawn),7.0,-0.5,13.6,0.8,1.2,1.4,13.9,4.1,5.8
O=C(NCCc1ccccc1)/C(=C\c1ccc([N+](=O)[O-])cc1)NC(=O)c1ccccc1,6.8,-0.8,15.8,4.3,-0.7,0.2,32.2,-0.1,-3.5
COc1ccc(CCNC(=O)Cn2nnc(-c3ccc(OC)c(OC)c3)n2)cc1OC,-8.4,-0.4,10.8,-10.6,0.4,6.4,1.3,-11.1,0.1
COc1cccc(OC)c1C(=O)Nc1c(C)n(C)n(-c2ccccc2)c1=O,-5.2,-3.7,-0.7,-7.3,0.0,-7.3,8.0,4.4,7.0
O=c1[nH]c(/C=C\c2ccccc2F)nc(O)c1[N+](=O)[O-],13.4,-4.4,2.7,7.4,-1.1,-1.3,4.3,-3.7,-6.8
CCOc1ccc(-n2ccnc(SCC(=O)NCCc3ccccc3)c2=O)cc1,5.3,-1.7,13.4,-3.8,1.1,12.1,-396.0,-0.7,-8.9
CCCCC(=O)N1CCN(c2nc3ccc(Br)cc3s2)CC1,7.5,-3.8,24.5,0.2,2.1,2.7,7.8,-12.4,4.1
Cc1ccc2c(c1)-n1c(nc3cc(F)ccc3c1=O)C(Cc1ccc(O)cc1)NC2=O (stereo not drawn),7.2,-6.9,-14.6,nt,nt,nt,nt,-20.3,-9.1
CC[C@]12c3[nH]c4cc(-c5ccco5)ccc4c3CCN1C(=O)[C@@H](CC(=O)NC(C)(C)C)C[C@@H]2C(=O)N1CCN(C(=O)C2CC2)CC1,10.6,nt,nt,-3.0,-23.5,11.8,-365.8,nt,3.2
O=C(CN1CCN(Cc2ccc(F)cc2)C1=O)NCc1cccs1,5.3,-4.7,-0.8,3.3,2.0,-8.6,13.1,-2.7,-13.7
Cc1cc(C)n(CC(=O)Nc2ccc(N3CCOCC3)c(Cl)c2)c(=O)c1C#N,-1.6,5.1,14.3,-3.5,1.7,10.6,-3.9,-9.5,-14.0
O=C(OCc1ccccc1)/C(=C/c1ccc(Cl)cc1)NC(=O)c1ccccc1Cl,17.2,4.2,17.8,2.2,3.2,-6.8,22.3,-16.7,5.8
O=C1c2ccccc2C(O)N1Cc1ccco1 (stereo not drawn),-0.2,-9.6,15.1,-2.5,1.5,-2.0,-0.2,-7.9,10.4
COc1ccc(/C=C/C(=O)N2CCN(c3ccccn3)CC2)c(OC)c1OC,-1.8,-0.6,25.9,-1.9,3.1,-2.7,9.1,-22.6,4.5
O=C(C1CCN(CCc2ccccc2)CC1)N1CCOCC1,nt,nt,nt,5.5,1.5,-20.0,13.2,nt,nt
CCCNC(=S)N1CCN(Cc2ccc3c(c2)OCO3)CC1,-3.1,2.2,20.7,9.8,0.8,-5.5,9.0,1.3,3.5
CCC(=O)c1ccc(OCC(=O)OC(C)C(=O)NCc2ccc3c(c2)OCO3)cc1 (stereo not drawn),-1.0,0.1,9.2,0.6,0.8,-3.3,13.9,-14.6,1.9
COc1ccc(CCNC(=O)COC(=O)COc2c(C)cc(C)cc2C)cc1OC,-1.7,3.5,21.4,-4.9,1.6,-2.4,10.6,2.4,-2.0
COc1ccccc1N1CCN(C(=O)/C=C/c2ccco2)CC1,-4.3,-4.7,6.6,-7.8,-4.8,38.6,19.4,7.6,5.5
CC(=O)c1cccc(NC(=S)NC(=O)c2ccc(C)cc2)c1,-5.3,1.0,-5.7,-2.4,-0.2,1.2,11.9,-3.7,-0.7
CCOC(=O)c1sc(NC(=O)c2ccccc2OC)nc1C,-9.4,97.7*,5.2,5.0,2.5,-5.0,-112.8,97.0*,101.7*
O=C(NCCCN1CCCC1=O)c1cccc(NS(=O)(=O)c2ccccc2)c1,-1.4,6.0,17.5,-3.2,0.6,3.7,-5.5,-0.9,-2.6
COc1ccc(CNCc2cc(C)c(OC)cc2C)c(OC)c1,15.9,-7.0,12.5,-1.9,1.0,-9.9,5.5,-1.7,-2.7
CC(=O)Nc1cc(C(=O)O)ccc1S(=O)(=O)c1ccc(Cl)cc1,-11.6,-1.3,-6.5,14.4,1.5,-14.1,-14.9,-0.5,-5.4

# Screening data (PubChem)
